APEX1 inh – APE1 (human) endonuclease inhibition | recombinant APE1, TAMRA/BHQ-2 abasic DNA cleavage fluorescence | Potency, µM (doses to about 65.8 µM), without a hit: top-dose activity change, negative = inhibition, hits mostly inhibitors | 350,000 tested, 0.35% active;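 also: plate controls were vehicle for no effect and reference inhibitor for full effect; nearly all actives have a fitted effect of over 55% in size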
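0.75 nM APE1 + cpd, 15 min RT; start w/ 50 nM TAMRA/BHQ-2 THF-abasic dsDNA; kinetic fluor 525/598 nm ×3 reads @60 s; Δ(read3−read1); normalized to DMSO and NSC13755 control wells.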
Pol iota inh – DNA polymerase iota (human) inhibition; 390,000 tested, 1% active; AID 588590; Pol iota fluorescent replication assay, 10 min; Potency, µM (doses to about 115 µM), inactives show top-dose activity, negative = inhibition, usual class: inhibitors
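Pol iota at 10 nM preincubated 15 min with compounds at room temperature; reaction started with fluorescent substrate, 50 nM final. Fluorescence read kinetically at 0 and 10 min; buffer-only wells as negative control.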
POLH inh – DNA polymerase eta (human) inhibition; Q9Y253; recombinant Pol eta, fluorescent DNA replication assay; Potency, µM (doses to about 114 µM), without a hit: top-dose activity change, negative = inhibition, most hits filed as inhibitors; 390,000 tested, 1.2% active; AID 588591; also: % is scaled to controls: 0 for no effect and ±100 for the full control effect
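Fluorescent replication assay: 50 nM final substrate added after a 15 min room-temperature compound preincubation with 10 nM enzyme. Signal taken at 0 min and again at 10 min.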
Pol kappa inh – blocks human DNA polymerase kappa activity; Q9UBT6; purified Pol kappa, fluorescent DNA synthesis assay, 10 min; Potency, µM (series often up to 107 µM), inactives show top-dose activity, negative = inhibition, most hits filed as inhibitors; 400,000 tested, 0.53% active; AID 588579; also: % is scaled to controls: 0 for no effect and ±100 for the full control effect
Target sequence (Q9UBT6 whole entry, looked up): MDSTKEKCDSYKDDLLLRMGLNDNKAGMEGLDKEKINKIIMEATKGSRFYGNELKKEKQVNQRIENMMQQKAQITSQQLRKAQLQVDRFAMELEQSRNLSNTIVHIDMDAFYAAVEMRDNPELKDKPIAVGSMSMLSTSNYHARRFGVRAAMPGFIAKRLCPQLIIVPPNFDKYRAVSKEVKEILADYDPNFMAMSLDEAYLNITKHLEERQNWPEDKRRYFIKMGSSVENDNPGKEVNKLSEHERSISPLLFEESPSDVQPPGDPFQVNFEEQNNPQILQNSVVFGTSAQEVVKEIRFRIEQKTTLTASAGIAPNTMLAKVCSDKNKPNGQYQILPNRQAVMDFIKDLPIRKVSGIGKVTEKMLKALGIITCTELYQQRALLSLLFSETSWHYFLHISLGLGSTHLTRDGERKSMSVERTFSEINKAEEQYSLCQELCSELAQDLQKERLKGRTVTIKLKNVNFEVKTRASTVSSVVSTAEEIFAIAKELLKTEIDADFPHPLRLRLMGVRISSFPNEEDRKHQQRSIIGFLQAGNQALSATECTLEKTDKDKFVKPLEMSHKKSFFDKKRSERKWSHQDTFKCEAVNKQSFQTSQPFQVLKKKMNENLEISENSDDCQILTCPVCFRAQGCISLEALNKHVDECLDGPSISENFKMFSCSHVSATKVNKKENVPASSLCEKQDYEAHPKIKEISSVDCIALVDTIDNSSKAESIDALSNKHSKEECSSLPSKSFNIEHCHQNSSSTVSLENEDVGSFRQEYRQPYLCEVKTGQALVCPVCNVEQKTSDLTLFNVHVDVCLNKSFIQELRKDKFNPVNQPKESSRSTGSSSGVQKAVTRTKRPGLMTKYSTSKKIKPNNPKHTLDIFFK
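Fluorescent qHTS in 1536-well format: enzyme (10 nM) and compound sat 15 min at room temperature before 50 nM substrate (final) was added. Signal taken at 0 and 10 min; no-enzyme buffer wells were negative controls.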
JMJD2A Tudor – blocks the human JMJD2A Tudor domain | Potency, µM (series often up to 114 µM), inactives show at the top dose activity change, negative = inhibition, actives largely listed as inhibitors | AlphaScreen JMJD2A-Tudor / H3K4me3 peptide binding | 390,000 tested, 4.4% active | O75164 | AID 504339; also: % is scaled to controls: 0 for no effect and ±100 for the full control effect; nearly all actives have a fitted effect of over 50% in size
BAZ2B block – BAZ2B (human) inhibition; Q9UIF8; AlphaScreen BAZ2B-H3K14Ac peptide displacement; Potency, µM (doses to about 114 µM), inactives show top-dose activity change, negative = inhibition, hits mostly inhibitors; 360,000 tested, 4.4% active; also: % is scaled to controls: 0 for no effect and ±100 for the full control effect; nearly all actives have a fitted effect of over 60% in size
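Multi-concentration screen (max 110 uM) measuring displacement of acetylated histone H3 peptide from BAZ2B by AlphaScreen, using 50 nM protein, 50 nM peptide and 10 ug/mL streptavidin donor plus Ni-chelate acceptor beads.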
POLB inh – DNA polymerase beta (human) inhibition; P06746; Pol beta primer extension/strand displacement, fluorescence kinetic; Potency, µM (doses to about 114 µM), inactives show top-dose activity change, negative = inhibition, hits mostly inhibitors; 340,000 tested, 1.3% active; also: % is scaled to controls: 0 for no effect and ±100 for the full control effect
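Curves were derived by four-parameter Hill fits of normalized qHTS data. The kinetic fluorescent primer-extension read was taken at 0 and 10 min after 50 nM substrate, following a 15 min room-temperature preincubation of 10 nM enzyme with compounds.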
BLM helicase inh – Bloom syndrome helicase (human) inhibition; 350,000 tested, 0.2% active; recombinant BLM DNA unwinding, fluorescence dequenching; AID 2528; P54132; Potency, µM (highest dose often 56.1 µM), without a hit: at the highest dose activity change, negative = inhibition, actives largely listed as inhibitors;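 also: plate controls were vehicle for no effect and no enzyme for full effect; nearly all actives have a fitted effect of over 35% in size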
G9a inh – blocks human histone lysine methyltransferase G9a | G9a H3K9 monomethylation, AlphaScreen, 2 h | Potency, µM (doses to about 102 µM), without a hit: at the highest dose activity, negative = inhibition, hits mostly inhibitors | 350,000 tested, 8.8% active; also: % is scaled to controls: 0 for no effect and ±100 for the full control effect; nearly all actives have a fitted effect of over 75% in size
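G9a (20 nM) preincubated 15 min RT with compounds, then 500 nM biotinylated H3K9 peptide and 20 uM SAM added; 2 h RT reaction. Monomethyl-H3K9 product detected by AlphaScreen with anti-H3K9me1 antibody, streptavidin donor and anti-rabbit IgG acceptor beads.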
* hit, by the source's call; & = joins results of further samples; [ ] = another dose, or the depositor's remark. Calls follow the shape of the dose curve; as a rule, active = well fitted curve in the direction sought with a large enough effect; inconclusive = small, poorly fitted or top-dose-only effect, or another doubt; inactive = no such curve, though single readings can be large; an effect the other way counts as inactive or inconclusive. Potency is read from the fitted curve at half-maximal effect. These rows are one share of the data (hit frequency here may not be typical).

How did O=C(CN1CCN(Cc2ccccc2)CC1)NCCNc1ccc([N+](=O)[O-])cn1 do in these assays?
APEX1 inh: -1%; Pol iota inh: 81%[activator]; POLH inh: -6%; Pol kappa inh: 0%; JMJD2A Tudor: -14%; BAZ2B block: -12%; POLB inh: 31%; BLM helicase inh: -2%; G9a inh: 2%

Results for CSc1ccccc1NC(=S)NC1CCCCC1 ?
APEX1 inh: -11%; Pol iota inh: 23%; POLH inh: -24%; Pol kappa inh: -7%; JMJD2A Tudor: 0%; BAZ2B block: -26%; POLB inh: 8%; BLM helicase inh: -4%; G9a inh: 1%

What do the screens show for `COc1cc(CN2CCN(S(=O)(=O)c3ccccc3)CC2)cc(OC)c1O`?
Pol iota inh: 2%; POLH inh: -12%; Pol kappa inh: -11%; JMJD2A Tudor: 8%; BAZ2B block: -1%; POLB inh: inconclusive; BLM helicase inh: 0%; G9a inh: 10µM*

Results for COc1ccc(Cn2c(-c3ccc(C)cc3)nc3c(c(=O)c4ccccc4n3C)c2=O)cc1 ?
APEX1 inh: 13%; Pol iota inh: -8%; POLH inh: inconclusive; Pol kappa inh: -1%; JMJD2A Tudor: -15%; BAZ2B block: -10%; POLB inh: inconclusive; BLM helicase inh: -24%; G9a inh: -2%[59 µM]

What do the screens show for `O=C(CN1C(=O)c2ccccc2S1(=O)=O)NCc1ccco1`?
APEX1 inh: -1%; Pol iota inh: 52%[activator]; POLH inh: -21%; Pol kappa inh: -3%; JMJD2A Tudor: -14%; BAZ2B block: -14%; POLB inh: -27%; BLM helicase inh: -6%; G9a inh: 4%

How did NC(N)=NCCCC(NC(=O)c1ccccc1)C(=O)Nc1ccc2ccccc2c1 (stereo unspecified) do in these assays?
APEX1 inh: 7%; Pol iota inh: -1%; POLH inh: -15%; Pol kappa inh: -9%; JMJD2A Tudor: -32%; BAZ2B block: -5%; G9a inh: -28%[59 µM]

What do the screens show for `CCOc1ccc2oc(C(=O)NCC(C)(C)CN(C)C)c(C)c2c1`?
APEX1 inh: -3%; Pol iota inh: -1%; POLH inh: -6%; Pol kappa inh: 14%; JMJD2A Tudor: 3%; POLB inh: -5%; BLM helicase inh: -4%; G9a inh: 1%

What do the screens show for `Cc1ccccc1CNC(=O)c1ccccc1N(C)S(=O)(=O)c1ccccc1`?
APEX1 inh: 8%; Pol iota inh: 95%[activator]; POLH inh: -1%; Pol kappa inh: -5%; JMJD2A Tudor: -13%; BAZ2B block: -2%; POLB inh: 26%; BLM helicase inh: -7%

What do the screens show for `Cc1ccc(CC(=O)Nc2ccccc2-c2ccccc2)cc1C`?
APEX1 inh: -6%; Pol iota inh: 6%; POLH inh: -13%; Pol kappa inh: -18%; JMJD2A Tudor: 31%[activator]; BAZ2B block: 47%[activator]; POLB inh: 21%; BLM helicase inh: -8%; G9a inh: 13%[59 µM]

How did Cn1cccc1-c1nc2ccc(NC(=O)c3ccc([N+](=O)[O-])cc3)cc2[nH]1 do in these assays?
APEX1 inh: -7%; Pol iota inh: inconclusive; POLH inh: -10%; Pol kappa inh: -44%; JMJD2A Tudor: -1%; BAZ2B block: 3%; POLB inh: inconclusive; BLM helicase inh: -4%; G9a inh: inconclusive

What do the screens show for `O=C(NCc1ccco1)C(=O)NCC(c1ccco1)N1CCOCC1` (stereo unspecified)?
APEX1 inh: -3%; Pol iota inh: 23%; POLH inh: -36%; Pol kappa inh: 9%; JMJD2A Tudor: -3%[11.4 µM]; POLB inh: -14%; BLM helicase inh: 1%; G9a inh: -41%

How did Cc1cc(OCC(=O)NC(C)C)cc(C)c1Cl do in these assays?
APEX1 inh: 3%; Pol iota inh: 0%; POLH inh: -10%; Pol kappa inh: 4%; JMJD2A Tudor: -1%; BAZ2B block: 1%; POLB inh: -7%; BLM helicase inh: 1%; G9a inh: -8%[59 µM]

How did CC(C)OCCCNC(=O)CN1C(=O)CSc2ccc(S(=O)(=O)N3CCCCC3)cc21 do in these assays?
APEX1 inh: 7%; Pol iota inh: 23%&9%; POLH inh: -3%&-13%; Pol kappa inh: 0%; JMJD2A Tudor: -12%&-23%; BAZ2B block: 0%&0%; POLB inh: -4%&25%; BLM helicase inh: 0%&-1%; G9a inh: 3%&0%[59 µM]

What do the screens show for `CC(/C=C/c1ccc2c(c1)OCO2)=N/NC(=O)c1cccnc1`?
APEX1 inh: 4%; Pol iota inh: 38%[activator]; POLH inh: -12%; Pol kappa inh: 2%; JMJD2A Tudor: 2%; BAZ2B block: 7%; POLB inh: 53%; BLM helicase inh: 0%; G9a inh: 8%[59 µM]

How did O=C(Nc1nc2ccc(F)cc2s1)C1CC(=O)N(c2ccc3c(c2)OCCO3)C1 (stereo unspecified) do in these assays?
APEX1 inh: 7%; Pol iota inh: 19%; POLH inh: -19%; Pol kappa inh: 5%; JMJD2A Tudor: -12%; BAZ2B block: -10%; G9a inh: -42%[2.33 µM]

What do the screens show for `COc1ccc(N2CC(C(=O)Nc3nnc(SCCC4OCCO4)s3)CC2=O)cc1` (stereo unspecified)?
APEX1 inh: -4%; Pol iota inh: -14%; POLH inh: 35µM*; Pol kappa inh: -29%; JMJD2A Tudor: 5%; BAZ2B block: -18%; POLB inh: 14µM*; BLM helicase inh: -23%; G9a inh: 7%[12.7 µM]

How did CC(C)CCNC(=O)C1CC(c2cccc(F)c2)=NO1 (stereo unspecified) do in these assays?
APEX1 inh: 7%; Pol iota inh: 6%; POLH inh: -9%; Pol kappa inh: 5%; JMJD2A Tudor: -9%; BAZ2B block: 5%; POLB inh: -7%; BLM helicase inh: -1%; G9a inh: 34%[59 µM]

How did N/C(=N/OC(=O)c1ccccc1Cl)c1ncc([N+](=O)[O-])s1 do in these assays?
APEX1 inh: -2%; Pol iota inh: inconclusive; POLH inh: -6%; Pol kappa inh: -9%; JMJD2A Tudor: inconclusive; BAZ2B block: -34%; POLB inh: inconclusive; BLM helicase inh: -13%; G9a inh: -59%

How did Cc1cc(Br)ccc1SCC(=O)OCC(=O)NC1CCCC1 do in these assays?
APEX1 inh: -5%; Pol iota inh: 15%; POLH inh: -21%; Pol kappa inh: -2%; JMJD2A Tudor: -4%; BAZ2B block: 2%; POLB inh: -18%; BLM helicase inh: -2%; G9a inh: inconclusive

Results for COc1cccc(C=N[C@@H](CO)[C@@H](O)c2ccc([N+](=O)[O-])cc2)c1O ?
APEX1 inh: -2%; Pol iota inh: inconclusive; POLH inh: 2%; Pol kappa inh: -14%; JMJD2A Tudor: -10%; BAZ2B block: -8%; POLB inh: 34%; BLM helicase inh: -2%; G9a inh: 5%

What do the screens show for `CCOC(=O)[C@H]1[C@H]2COc3ccc(C)cc3[C@@H]2N2C(=O)c3cc(Br)ccc3NC(=O)[C@@]12C`?
APEX1 inh: -9%; Pol iota inh: 18%; POLH inh: -26%; Pol kappa inh: 5%; JMJD2A Tudor: -30%

How did c1ccc(CSc2nnc(Cc3ccccn3)o2)cc1 do in these assays?
APEX1 inh: 0%; Pol iota inh: 1%; POLH inh: -5%; Pol kappa inh: -12%; JMJD2A Tudor: -25%; BAZ2B block: -10%; POLB inh: 29%; BLM helicase inh: -6%; G9a inh: -5%

Results for CCC(=O)Nc1ccc(S(=O)(=O)c2ccc(NC(=O)CC)cc2)cc1 ?
APEX1 inh: -8%; Pol iota inh: 19%; POLH inh: 2%; Pol kappa inh: -18%; JMJD2A Tudor: -6%; BAZ2B block: 6%; POLB inh: 0%; BLM helicase inh: -1%; G9a inh: 61%[activator][59 µM]

What do the screens show for `CCC(=NC)C1=C(O)CC(c2ccccc2)CC1=O` (stereo unspecified)?
APEX1 inh: 24%; Pol iota inh: 86%[activator]; POLH inh: -8%; Pol kappa inh: 0%; JMJD2A Tudor: 9%[57.1 µM]; BAZ2B block: 3%; POLB inh: -3%; BLM helicase inh: -3%; G9a inh: 16%

What do the screens show for `O=C1NC[C@@H](c2ccccc2)OC(=O)[C@@H](Cc2ccc(F)cc2)CC/C=C/C[C@@H]1CC(=O)N(CCO)Cc1ccccc1`?
APEX1 inh: 8%; Pol iota inh: 47%[activator]; POLH inh: -24%; Pol kappa inh: 3%; JMJD2A Tudor: -16%

Results for Cc1nn(C)c(C)c1S(=O)(=O)N(CC(=O)NCCc1ccccc1)c1ccc(C(C)C)cc1 ?
Pol iota inh: inconclusive; POLH inh: 14%; Pol kappa inh: -3%; JMJD2A Tudor: -13%; BAZ2B block: -7%; POLB inh: 11%; BLM helicase inh: -1%; G9a inh: -28%[59 µM]

What do the screens show for `Cc1ccccc1CSCC(=O)c1c(N)n(C)c(=O)n(C)c1=O`?
APEX1 inh: 2%; Pol iota inh: -14%; POLH inh: -11%; Pol kappa inh: -5%; JMJD2A Tudor: -13%; BAZ2B block: 4%; POLB inh: 4%; BLM helicase inh: -1%; G9a inh: 13%[12.7 µM]

Results for O=C(OCC(=O)N1CCCCCC1)c1ccc(Cl)nc1 ?
APEX1 inh: 9%; Pol iota inh: 28%; POLH inh: -6%; Pol kappa inh: -10%; JMJD2A Tudor: -15%

How did Cc1ccc(NC(=O)CSc2nc3c(oc4ccccc43)c(=O)n2-c2ccc(F)cc2)c(C)c1 do in these assays?
Pol iota inh: 39%[activator]; POLH inh: -20%; Pol kappa inh: 11%; JMJD2A Tudor: 3%; BAZ2B block: -1%; POLB inh: 15%; BLM helicase inh: -6%; G9a inh: 7%[59 µM]

What do the screens show for `COc1ccc(CCNC(=O)CCCCCNC(=O)N2CCn3c2nc2ccccc23)cc1OC`?
APEX1 inh: 10%; Pol iota inh: 16%; POLH inh: 11%; Pol kappa inh: 4%; JMJD2A Tudor: -14%; BAZ2B block: -30%; POLB inh: 26%; BLM helicase inh: 1%; G9a inh: 50%[activator]

How did COc1cc2ccccc2cc1C(=O)Nc1nnc(-c2ccncc2)o1 do in these assays?
APEX1 inh: -7%; Pol iota inh: 8%; POLH inh: -9%; Pol kappa inh: -3%; JMJD2A Tudor: inconclusive; BAZ2B block: inconclusive; POLB inh: 38%; BLM helicase inh: 2%
